CHT inh: inhibits the human high affinity choline transporter | Q9GZV3 | CHT-expressing cells, membrane potential dye, choline response; stronger effect = lower value | B-score at 10 µM | actives 0.86% (n = 310,000) | AID 488975;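 active = B-score over 3 SD under the library average, and starting fluorescence ratio not unusually high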;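 note: choline stimulus applied at its EC90 after an EC20 pre-addition; B-score computed on integrated fluorescence ratio after choline addition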
Target sequence (Q9GZV3 whole entry, looked up): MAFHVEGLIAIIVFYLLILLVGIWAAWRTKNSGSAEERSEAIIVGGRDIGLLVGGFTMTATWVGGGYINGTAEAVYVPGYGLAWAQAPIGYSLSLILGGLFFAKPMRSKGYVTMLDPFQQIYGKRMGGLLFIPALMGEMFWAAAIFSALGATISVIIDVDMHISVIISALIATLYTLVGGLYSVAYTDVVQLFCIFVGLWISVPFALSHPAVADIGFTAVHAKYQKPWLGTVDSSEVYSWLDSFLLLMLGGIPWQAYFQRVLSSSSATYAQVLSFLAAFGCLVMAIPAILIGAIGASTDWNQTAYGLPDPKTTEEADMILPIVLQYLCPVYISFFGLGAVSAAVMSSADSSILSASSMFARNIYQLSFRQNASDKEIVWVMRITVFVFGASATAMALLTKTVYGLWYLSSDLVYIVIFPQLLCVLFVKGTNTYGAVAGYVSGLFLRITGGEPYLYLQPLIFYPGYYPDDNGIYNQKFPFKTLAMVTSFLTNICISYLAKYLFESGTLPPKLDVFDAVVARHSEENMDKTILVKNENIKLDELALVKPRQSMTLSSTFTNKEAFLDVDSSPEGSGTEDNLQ
Kir21 block: blocks the mouse Kir2.1 inward-rectifier potassium channel; P35561; HEK293-Kir2.1, FluxOR thallium flux fluorescence; stronger effect = lower value; B-score at 10 µM; actives 0.85% (n = 310,000);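 active = fluorescence ratio B-score at or below minus 3 SD of library scores, with starting-brightness B-score within 2 SD, cut at about -4.2 in these data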;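 note: channel flux triggered by added potassium and thallium sulfate stimulus; B-score of peak minus minimum fluorescence over baseline after thallium stimulus; more negative B-score means stronger Kir2.1 block with less thallium influx; some compounds called inactive have numbers as strong as hits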
Target sequence (P35561 whole entry, looked up): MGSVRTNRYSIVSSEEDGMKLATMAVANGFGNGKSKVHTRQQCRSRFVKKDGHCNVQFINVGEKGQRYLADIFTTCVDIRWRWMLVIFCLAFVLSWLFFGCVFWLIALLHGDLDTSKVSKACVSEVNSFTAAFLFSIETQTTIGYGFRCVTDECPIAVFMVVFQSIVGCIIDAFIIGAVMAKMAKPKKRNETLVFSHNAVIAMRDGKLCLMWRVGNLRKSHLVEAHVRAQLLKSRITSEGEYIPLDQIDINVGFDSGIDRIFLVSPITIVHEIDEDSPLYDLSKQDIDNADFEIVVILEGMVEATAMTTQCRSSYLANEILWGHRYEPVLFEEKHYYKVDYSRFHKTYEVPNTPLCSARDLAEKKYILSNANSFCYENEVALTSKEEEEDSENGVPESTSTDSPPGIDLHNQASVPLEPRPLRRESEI
Numbers without * were called inactive; i = inactive; . = not tested or not shown.

CHT inh	Kir21 block	molecule
i	0.06	Cc1cc(C(=O)NNC(=O)Nc2ccccc2)no1
i	.	NC(=O)c1ccsc1NC(=O)c1cc(=O)c2ccccc2o1
i	-0.57	C=CCC1(CC=C)CCCN1C(=O)c1cc(COc2cccc(OC)c2)on1
i	-1.84	COc1ccc(/C=N/NC(=O)c2ccc(N3CCCC3=O)cc2)cc1
i	0	O=C(CNC(=O)c1cccc(F)c1)N/N=C/c1ccc(O)c([N+](=O)[O-])c1
i	0.08	O=C(c1ncc[nH]1)c1ccco1
i	0.74	CCN1C(=O)c2ccccc2S(=O)(=O)c2ccc(C(=O)NCCOC)cc21
i	0.02	Cc1cc(O)c(-c2cc(C(=O)NCc3ccc4c(c3)OCO4)[nH]n2)cc1C
i	-0.57	CC(C)(C)c1ccc(C(CC(=O)O)NC(=O)Cc2ccccc2)cc1 (stereo not given)
i	-0.14	CC(C)(C)CC(C)(C)Nc1c(-c2ccc(O)cc2)nc2cnccn12
i	1.51	Cc1ccc(C)c(S(=O)(=O)NCC(=O)N2CCCC2)c1
i	0.43	COC(=O)C1(C)NC(c2cccs2)C2C(=O)N(c3ccc(F)cc3)C(=O)C21 (stereo not given)
i	1.45	COc1cccc(OC)c1C(=O)OCC(=O)Nc1ccc(OC(F)(F)F)cc1
i	-0.74	CCOC(=O)C(C)N1N=C(/C=C/c2ccc(OC)cc2)CCC1=O (stereo not given)
i	0.72	CC1CCCN(CCC(=O)Nc2ccc(F)c(F)c2)C1 (stereo not given)
i	.	COc1ccc(C)cc1NC(=O)C1CCCN1C(=O)OCc1ccccc1 (stereo not given)
i	-0.99	FC(F)Oc1ccc(NC(=S)NC2CCCCCCC2)cc1
i	2.62	CC(C)(C)NC(=O)NC(=O)CN1C(=O)NC(C)(c2ccccc2)C1=O (stereo not given)
i	0	COc1ccc(OC)c2[nH]c(=O)c(CCNC(=S)NC(C)(C)C)cc12
i	1.55	O=C(Nc1ccc(F)cc1)Nc1cnccn1
i	-0.3	COC(=O)c1sc(-c2ccccc2)cc1NC(=O)c1ccc(OC)cc1
i	-0.6	CCCCSc1nc2c(cnn2-c2ccc(F)cc2)c(=O)[nH]1
i	1.09	O=C(NC1CCN(S(=O)(=O)c2ccc(Cl)c(F)c2)CC1)c1cccnc1
i	0.62	Brc1ccc(CN2CCSCC2)cc1
i	0.86	Cc1cc(N2C(=O)C(=O)/C(=C(/O)c3ccc(Cl)cc3)C2c2cccc(Br)c2)no1 (stereo not given)
i	0.82	O=C(CN1C(=O)c2ccccc2S1(=O)=O)Nc1ccc(S(=O)(=O)N2CCCCC2)cc1
i	1.7	NC(=O)Cn1nnc(-c2ccccc2NC(=O)c2cnccn2)n1
i	0.01	COc1ccccc1-n1c(SCC(=O)Nc2cc(C)on2)nc2c(c1=O)SCC2
i	1.21	Cc1ccc(CCNC(=O)C2CCCN(S(C)(=O)=O)C2)cc1 (stereo not given)
i	0.63	Cc1ccc(CNc2ccc3c(c2)ncn3C(C)(C)C)cc1

Fetched by compound from the list above:
CHT inh	Kir21 block	molecule
i	-0.99	FC(F)Oc1ccc(NC(=S)NC2CCCCCCC2)cc1
i	0	O=C(CNC(=O)c1cccc(F)c1)N/N=C/c1ccc(O)c([N+](=O)[O-])c1
i	0.74	CCN1C(=O)c2ccccc2S(=O)(=O)c2ccc(C(=O)NCCOC)cc21
i	.	NC(=O)c1ccsc1NC(=O)c1cc(=O)c2ccccc2o1

7 structures out of the list, sorted by count of non-hydrogen atoms, largest number first:
CHT inh	Kir21 block	molecule
i	0.82	O=C(CN1C(=O)c2ccccc2S1(=O)=O)Nc1ccc(S(=O)(=O)N2CCCCC2)cc1
i	0.01	COc1ccccc1-n1c(SCC(=O)Nc2cc(C)on2)nc2c(c1=O)SCC2
i	0.43	COC(=O)C1(C)NC(c2cccs2)C2C(=O)N(c3ccc(F)cc3)C(=O)C21 (stereo not given)
i	-0.57	CC(C)(C)c1ccc(C(CC(=O)O)NC(=O)Cc2ccccc2)cc1 (stereo not given)
i	1.7	NC(=O)Cn1nnc(-c2ccccc2NC(=O)c2cnccn2)n1
i	0.63	Cc1ccc(CNc2ccc3c(c2)ncn3C(C)(C)C)cc1
i	0.06	Cc1cc(C(=O)NNC(=O)Nc2ccccc2)no1

Another view of part of the listing above.
mol	CHT inh	Kir21 block
C=CCC1(CC=C)CCCN1C(=O)c1cc(COc2cccc(OC)c2)on1	i	-0.57
Cc1ccc(CNc2ccc3c(c2)ncn3C(C)(C)C)cc1	i	0.63
COc1ccc(/C=N/NC(=O)c2ccc(N3CCCC3=O)cc2)cc1	i	-1.84
Brc1ccc(CN2CCSCC2)cc1	i	0.62

The list continues.
CHT inh	Kir21 block	molecule
i	0.74	CCOC(=O)NN1C(=O)c2ccccc2NC1c1ccccn1 (stereo not given)
i	2.39	C/C=C/c1ccc(OC)c(OC(C)=O)c1
i	1.52	CN(C)c1ccc(CN(C(=O)c2ccco2)C2CCS(=O)(=O)C2)cc1 (stereo not given)
i	-4.09	CCOC(=O)N/N=C\c1ccc(OC(=O)c2ccco2)cc1
i	0.8	CCOC(=O)Cc1csc(NC(=O)Cc2ccc(Br)cc2)n1
i	0.91	CC(C)(C)SCCNS(=O)(=O)c1ccc(C#N)cc1
i	-0.02	CC(C)(C)NC(=O)c1ccccc1-c1nc(-c2ccccc2Cl)no1
i	0.4	Cc1ccccc1CNc1nnnn1C
i	-0.79	CC1CCc2cc(F)ccc2N1C(=O)c1cnc2sccn2c1=O (stereo not given)
i	-2.79	COC(=O)C(C)N(C(=O)c1ccc(C(=O)c2ccccc2)cc1)c1c(C)cccc1C (stereo not given)
i	.	C[C@@H]1CC[C@]2(C(=O)O)CC[C@]3(C)C(=CCC4[C@]56CC[C@@](O)(OC5)C(C)(C)C6CC[C@]43C)C2[C@H]1C (stereo not given in full)
i	-1.8	CCN(CC)S(=O)(=O)c1cccc(C(=O)N/N=C/c2cccc(O)c2O)c1
i	-1.66	CCN1CCN(C(CNS(=O)(=O)c2ccc(Br)cc2)c2cccnc2)CC1 (stereo not given)
i	-0.67	CCOC(=O)C1CCN(C(=S)Nc2ccc(S(N)(=O)=O)cc2)CC1
i	-0.52	O=C(NCCN1CCOCC1)C(Sc1ccccc1)c1ccccc1 (stereo not given)
i	-1.45	CCc1ccccc1NC(=O)c1cc(-c2ccc(OC)cc2)on1
i	1.05	Cc1ccc(-n2nc3c(c2NC(=O)c2cccs2)CS(=O)(=O)C3)c(C)c1
i	-0.73	CN(Cc1nccn1C)C(=O)C1CCC(=O)N(CCc2ccc(Cl)cc2)C1 (stereo not given)
i	-0.51	COc1ccc(N(CCC#N)S(=O)(=O)c2cccc3nsnc23)cc1
-12.5*	-0.05	NS(=O)(=O)c1ccc(NC(=O)Nc2ccc(S(N)(=O)=O)cc2)cc1
i	-0.89	CCCCC1=NN(C(=O)c2ccco2)C(O)(C(F)(F)F)C1 (stereo not given)
i	1.03	c1ccc2oc(-c3ccc(Nc4nc(N5CCCC5)nc(N5CCOCC5)n4)cc3)nc2c1
i	1.37	CC(C)(C)N1C(=O)c2ccc(C(=O)Nc3ccc(O)cc3)cc2C1=O
i	0.67	C=CCn1c2ccccc2c2nnc(SCC(N)=O)nc21
.	0.95	CCOC(=O)c1ccc(C(=S)N2CCCC2)cc1
i	-0.04	CCOc1ccc(N2C(=O)Nc3ccccc3C2(O)C(=O)NCc2ccc(OC)cc2)cc1 (stereo not given)
i	0.1	CC(=O)c1ccc(NC(=S)NN2C(C)CCCC2C)cc1 (stereo not given)
i	0.91	Cc1cccc(S(=O)(=O)Nc2ccc(-c3ccc4nncn4n3)cc2)c1
i	-1.74	O=C(N/N=C/c1cccc([N+](=O)[O-])c1)c1cc(-c2ccc3c(c2)OCO3)n[nH]1
i	0.52	CCCc1cc(=O)[nH]c(SCC(=O)NC2CCCCC2)n1

(list continues)
CHT inh	Kir21 block	molecule
i	-0.25	Cc1ccc(CNC(=O)CN(C)S(=O)(=O)c2cccc3nsnc23)cc1
i	-0.12	CCCNC(=O)Nc1cc(C)on1
i	-0.58	COc1ccc(NC(=O)CCn2cccc2)c(OC)c1
i	-0.87	CCN1CCN(c2ccc(NC(=O)c3ccc(Cl)c(N4CCCC4=O)c3)cc2)CC1
i	-0.66	CCCCNc1c(-c2ccc(OC)c(SC3CCCCC3)c2)nc2cc(C)ccn12
i	0.55	O=C1CC(c2ccncc2)c2cc3c(cc2N1)OCCO3 (stereo not given)
i	1.46	COc1ccc(NC(=O)CN2c3cccc4cccc(c34)S2(=O)=O)cc1
i	0.29	CCOc1ccc(NC(=O)Nc2nc(SCC)ns2)cc1
i	-1.81	COC(=O)C1=C(C)N(C)C(=O)NC1c1cc(Cl)cc(Cl)c1OC (stereo not given)
i	-0.2	O=C1CN(C(=O)c2ccc(Cl)c([N+](=O)[O-])c2)c2ccccc2N1
i	-0.56	CCC(=O)Nc1nnc(C(C)(C)C)s1
i	0.02	O=C(Nc1ccc(O)c(-c2nc3ccccc3s2)c1)c1cc(=O)c2ccccc2o1
i	0.27	CCC(C)N(C)C1CCN(C(=S)Nc2cccc(SC)c2)CC1 (stereo not given)
i	-0.15	O=C(CCn1cccc(C(F)(F)F)c1=O)Nc1cccc(C(F)(F)F)c1
i	0.53	O=C(CNC(=O)COc1ccccc1)NCc1ccccc1F
i	0.66	CNC(=O)CCN(Cc1ccco1)S(=O)(=O)c1ccc(OC)c(OC)c1
i	-0.6	CCOC(=O)C1CCN(C(=O)Cc2c(C(=O)O)n(CC)c3ccccc23)CC1
i	0.26	CCc1nnc(NC(=O)c2nc3nc(C)cc(C)n3n2)s1
i	.	C#CCOCCOCCOCCNc1nc(N2CCN(C(=O)[C@H]([C@@H](C)CC)n3cc(CCCCN)nn3)CC2)nc(N2CCN(C(=O)[C@H](CCCCN)n3cc(CC(C)O)nn3)CC2)n1 (stereo not given in full)
i	0.57	CC(C)Oc1cccc(C(=O)C2CCCN(Cc3cnc(N4CCOCC4)s3)C2)c1 (stereo not given)
i	0.79	O=C(Nc1nccs1)c1ccc(Cl)s1
i	0.06	Cc1cc(/C=C2/C(=N)N3C(=NC2=O)SN=C3S(C)(=O)=O)c(C)n1-c1ccccc1
i	-0.01	COc1ccccc1N1CCN(S(=O)(=O)CCNC(=O)c2ccc(OC(C)C)cc2)CC1
i	2.59	CCCCn1c(N)c(N(CCOC)C(=O)CSc2n[nH]c(-c3ccc(OC)cc3)n2)c(=O)[nH]c1=O
i	-1.58	Cc1cccc(/C=C(\C(=O)C(=O)O)c2ccc3ccccc3n2)c1
i	-2.52	CC1CCCN(CCCNC(=O)c2cc3c(Cl)nc4ccccc4c3s2)C1 (stereo not given)
i	0.75	COc1ccc(C(=S)N2CCCC2)cc1C
i	-0.15	O=C(CCN1C(=O)C2C3C=CC(C3)C2C1=O)NCc1cccnc1 (stereo not given)
i	-0.59	Cc1onc(-c2ccccc2)c1C(=O)NCCc1ccc(Cl)cc1
i	0.73	COc1cccc(NC(=O)c2ccc3nsnc3c2)c1

The list goes on:
CHT inh	Kir21 block	molecule
i	0.03	COc1ccc(OCC(=O)Nc2cccc(NC(=O)c3ccco3)c2)cc1
i	3.34	Nc1nccc(-c2ccc(-n3cnc4ccccc43)cc2)n1
i	0.09	COc1ccc(NC(=O)C(C)N(C)Cc2ccc3ccccc3c2)cc1 (stereo not given)
i	-0.96	NNc1nc(-c2ccccc2)c2ccccc2n1
i	-1.18	COC(=O)c1ccc(COc2ccc(/C=N/NC(=O)C(=O)Nc3ccc(OC)cc3)cc2OC)o1
i	-0.32	CC(=O)N1CCc2cc(S(=O)(=O)NCC(=O)NCc3ccccc3Cl)ccc21
i	1.08	COc1ccc(C2CC(c3ccccc3)=NN2C(=O)COC(=O)c2cccc(S(=O)(=O)N3CCOCC3)c2)cc1 (stereo not given)
i	-3.1	O=C(CCNC(=O)N1CC(=O)Nc2ccccc21)NCCc1cccc(F)c1
i	0.47	O=C1NC(=S)SC1=C1CCCC1
i	-3.55	C/C(=N/NS(=O)(=O)c1cccc([N+](=O)[O-])c1)c1ccncc1
i	0.87	CC(C)c1ccc(OCC(=O)NC2CC(C)(C)NC(C)(C)C2)c(Br)c1
i	-1.27	CCNc1nc(NCC)n2c(SCC(=O)Nc3cccc(Cl)c3)nnc2n1
i	0.42	O=C(Cn1c2ccccc2c2nc3n(c(=O)c21)CCS3)N1CCCC1
i	0.16	Cc1sc2nc(CN3CCOCC3)nc(Oc3ccc(NC(=O)c4ccco4)cc3)c2c1C
i	0	COc1cccc(C(=O)N(c2ccccc2)C2C=CS(=O)(=O)C2)c1 (stereo not given)
i	1.78	COc1cc2c(cc1OC)C(C)N(C(=O)CCNC(=O)c1ccccc1)CC2 (stereo not given)
i	-0.41	C#CCn1c(=NC(=O)CN2C(=O)CCC2=O)sc2cccc(C)c21
i	-1.22	COc1cccc(CN2CCNC(=O)C2CC(=O)NCCN2CCCCC2=O)c1 (stereo not given)
i	-0.74	Cc1ccc(/S(C)=N/S(=O)(=O)c2ccc(C)cc2)cc1 (stereo not given)
i	2.42	CC1(C(=O)Nc2nc3ccccc3s2)CC1(Br)Br (stereo not given)
i	-1.25	CC(N)C12CC3CC(CC(O)(C3)C1)C2 (stereo not given)
i	1.59	COC(=O)/C=C/c1ccc(-n2ccnc2)cc1
i	-0.66	O=C(CSc1nnc(-c2ccc(O)cc2)n1Cc1ccco1)c1cccs1
i	-0.29	Nn1c(Cc2ccccc2)nc2sc3c(c2c1=O)CCC3
i	-0.49	Clc1ccc(SCCn2cncn2)cc1
i	1.64	O=c1c(/C=C(\O)c2ccccc2)nc2ccccc2n1-c1ccccc1
i	-1.28	O=C(CSC(=S)N1CCOCC1)Nc1ncc2c(n1)CCCC2=O
i	0.29	COc1ccc(Cl)cc1NC(=O)CCN1C(=O)C2CC=CCC2C1=O (stereo not given)
i	-0.81	COC(=O)c1c(Cl)c2n3ccccc3c(C)c(-c3ccccc3)c-2c1C(=O)OC
